Rat MKP-3 inhibitors: inhibition of rat DUSP6 enzyme activity – biochemical, in vitro, primary screen (AID 425); recombinant MKP-3 phosphatase activity, fluorescence; higher % means a stronger effect; one-dose inhibition, % at 20 µM; IC50 in µM for titrated hits; 110,000 compounds, 0.17% hits; in the data active = inhibition above about 50%;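 also: plate controls were vehicle for no effect and reference inhibitor for full effect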
Hsp70 displacement: Hsp70 inhibitors, probe displacement, primary screen, biochemical, fluorescence polarization (AID 583). 140,000 compounds, 0.06% hits. one-dose displacement, % at 20 µM; IC50 in µM for titrated hits. Hsp70 fluorescence polarization probe displacement, mP; higher % means a stronger effect; in the data active = displacement above about 50%;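 also: plate controls were vehicle for no effect and reference ligand for full effect; a part of the inactive calls stands beside numbers as strong as those of hits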
An asterisk follows results filed as active; . = no result given; & = joins results of further samples. Only part of the results is shown; rates above refer to the full screens.

SMILES | Rat MKP-3 inhibitors | Hsp70 displacement
CCCOC(=O)c1c(NC(=O)Cn2nc([N+](=O)[O-])cc2C)sc2c1CCCC2 | 0.5% | -3.1%
COc1ccccc1C(c1nnnn1Cc1ccccc1)N1CCN(C2CCCC2)CC1 (configuration not stated) | . | -0.3%
COc1cc(C2/C(=C(\O)c3ccc4c(c3)CC(C)O4)C(=O)C(=O)N2CCCn2ccnc2)ccc1O (configuration not stated) | -13.6% | 9.3%
CCOCCc1nnc(N)s1 | . | 10.2%
CCOc1ccccc1/C=C/C(=O)c1cccs1 | 6.6% | -5.9%
CCOC(=O)c1c(C)oc2cc(Br)c(OC(=O)N3CCOCC3)cc12 | -4.9% | 3.5%
Cc1cc(N=Cc2c(O)ccc3ccccc23)no1 | -13.6% | 3.2%
COc1ccccc1NC(=O)CSc1nnc(-c2ccco2)o1 | -11.6% | -4.8%
O=C1NCCN1C(=O)N(c1ccccc1)c1ccccc1 | -10.5% | 4.2%
CCn1cc(C(=O)NCCc2ccccc2)c(=O)c2cc(F)c(N3CCN(C)CC3)cc21 | -4.1% | 0.6%
COc1ccccc1NC(=O)COc1ccc(/C=N/n2cnnc2)cc1OC | -10.9% | 3.3%
O=C(CN1CCN(c2ccc([N+](=O)[O-])cc2)CC1)Nc1nccs1 | 3.3% | -0.6%
CCN1CCN(CCNC(=O)c2cn(Cc3ccccc3F)nn2)CC1 | -4.4% | -2.0%
O=C1C=CC(=O)N1c1ccc(N2CCCCC2)cc1 | 5.7% | 2.0%
O=S(=O)(Nc1ccc(O)c(CN2CCCCC2)c1)c1ccccc1 | 0.9% | -0.4%
CCC(=O)Nc1ccc2oc(-c3cccnc3)nc2c1 | 0.0% | 1.3%
COc1cc(C(=O)N2CCN(Cc3ccccc3C(F)(F)F)CC2)cc(OC)c1OC | -2.7%&-0.1% | 2.1%&4.4%
Cc1ccsc1C(=O)OCC(=O)Nc1sccc1C(N)=O | -7.5% | 1.3%
CC(C)CCNC(=O)NC(=O)COc1ccccc1C#N | -18.1% | -4.6%
CCOC(=O)c1ccc(-c2ccc(/C=C3/C(=O)NC(=O)N(c4ccc(OC)cc4)C3=O)o2)cc1 | 7.9% | -2.3%
CC1CCCN(c2nc3c(c(=O)[nH]c(=O)n3C)n2Cc2ccccc2Cl)C1 (configuration not stated) | 3.0% | -1.5%
COc1ccc(/C=N/c2sc(C)c(C)c2C#N)cc1 | -3.4% | 5.7%
COc1ccc(NCc2nnc(SCC(=O)N3CCCc4ccccc43)o2)cc1 | -3.6% | 0.6%
Clc1ccc(OCCCCN2CCCC2)cc1 | 0.3% | -2.6%
Cc1cc(NC(=O)CC(C)(C)C)nc2c1c(=O)oc1ccccc12 | . | -2.7%
Cc1ccc(NC(=O)CN2CCN(CCN=CC3=C(O)CC(C)(C)CC3=O)CC2)cc1 | 3.6% | 1.8%&-2.5%
CCC(=O)Nc1nc(C)c(C(=O)N2CCCCC2)s1 | -14.8% | 7.6%
O=C(Nc1ccc(-c2nc3ccccc3o2)cc1)c1ccc(-c2ccc([N+](=O)[O-])cc2)o1 | 6.4% | -5.2%
O=C1ON=C(c2ccccc2)/C1=C\c1ccc(OCc2ccccc2)cc1 | 5.9% | 1.1%
CCCCOC(=O)Sc1nc2ccccc2o1 | 2.4% | 1.6%
COc1cc2c(cc1OC)C(C)N(C(=O)C1(c3ccccc3)CCCC1)CC2 (configuration not stated) | -0.3% | 5.4%
O=C(O)CCCN1C(=O)c2cccc3cccc(c23)C1=O | 5.6% | 3.7%
CCc1ccc(-c2nnc(-c3ccc(-c4ccc(OC)cc4)cc3)o2)cc1 | 2.7% | 0.2%
COC(=O)c1cc2c(=O)n3ccccc3nc2n(Cc2cccnc2)c1=N | -6.5% | 3.7%
COc1ccc(S(=O)(=O)Nc2ccc(S(=O)(=O)N3CCCCC3)cc2)cc1 | -3.2% | -2.1%
Cc1onc(-c2c(F)cccc2Cl)c1C(=O)NCc1ccco1 | 6.4%&0.0% | 4.7%&-2.1%
Cc1nn(-c2ccccc2)c2c1C1(C(=O)Nc3ccccc31)N1C(=N2)Sc2ccccc21 (configuration not stated) | -11.4% | -0.7%
CSc1cccc(-n2c(C)cc(C(N)=O)c2C)c1 | -1.8% | -2.0%
COc1ccc(Br)cc1CNC(=O)CCN1C(=O)COc2ccccc21 | 4.6% | 2.7%
Cc1nn(Cc2n[nH]c(=S)n2Cc2ccccc2)c(C)c1Cl | . | -2.3%

The list goes on; it opens with the 2 that closed the last part.
SMILES | Rat MKP-3 inhibitors | Hsp70 displacement
COc1ccc(Br)cc1CNC(=O)CCN1C(=O)COc2ccccc21 | 4.6% | 2.7%
Cc1nn(Cc2n[nH]c(=S)n2Cc2ccccc2)c(C)c1Cl | . | -2.3%
CCOC(=O)N1CCN(C(c2ccc(F)cc2)c2sc3nc(C)nn3c2O)CC1 (configuration not stated) | -12.8% | 0.9%
C=CCn1c2ccccc2c2nnc(SC(CC)C(=O)Nc3nc(C)c(C(=O)OCC)s3)nc21 (configuration not stated) | -5.0% | -0.1%
Cc1cccc(NC(=O)c2cc(S(=O)(=O)NCc3ccco3)ccc2F)c1C | -1.0% | 2.7%
Clc1ccc(Sc2oc(/C=N/n3cnnc3)cc2Br)cc1 | 4.3% | 2.4%
CC(C)Oc1ccc(C(=O)Nc2cccc3c2C(=O)c2ccccc2C3=O)cc1 | 4.0% | 6.8%
CC(Sc1nnc(-c2ccc(O)cc2)o1)C(=O)Nc1cccc2ccccc12 (configuration not stated) | 3.0% | .
CC(C)CC(=O)CN1C(=O)C2(OCCO2)c2ccccc21 | -5.8% | -1.0%
CCOc1nc(-c2ccccc2)c2cc(Br)ccc2n1 | 1.3% | 3.1%
Cc1ccc(OCC(=O)Nc2sc3c(c2C#N)CCCC3)cc1 | 7.0% | -0.4%
CC1=C(n2nnc3ccccc32)C(c2ccccc2)C(C#N)=C(N)O1 (configuration not stated) | -8.9% | 5.2%
COc1ccc(N(C(=O)c2ccco2)S(=O)(=O)c2cccc([N+](=O)[O-])c2)cc1 | . | 0.4%
O=C1CCN(C(=O)c2ccccc2)c2cc3ccccc3cc21 | 0.2% | -0.3%
CCc1ccccc1NC(=O)CN(c1ccc(Oc2ccccc2)cc1)S(C)(=O)=O | 3.8% | -0.4%
COc1ccc(CC(=O)Nc2c3c(nn2-c2cccc(Cl)c2)CS(=O)(=O)C3)cc1 | 0.2% | -2.4%
Cc1c(C(=O)NCc2ccccn2)sc2nc(-c3ccc(F)cc3)cn12 | 1.3% | 0.4%
COc1ccc(S(=O)(=O)N(CC(=O)Nc2ccc(C)c(C)c2)c2ccc(C)cc2)cc1OC | 2.8% | 1.8%
CC1(C)CN=C(N2CCN(C3=NCC(C)(C)S3)CC2)S1 | -5.4% | -0.4%
CNc1oc(-c2ccc(OCc3ccccc3)cc2)nc1C#N | -6.2% | 2.5%
COC(=O)[C@@H](NC(=O)Nc1ccc(OC)cc1)C(C)C | -12.4% | 2.4%
O=C(N/N=C1\CCc2ccccc21)c1ccncc1 | -1.1% | 3.6%
COc1ccc(NC2(c3ccccc3)C(=O)c3c(Cl)c(Cl)c(Cl)c(Cl)c3C2=O)cc1 | -0.6% | 2.0%
Cc1ccc(-n2c(-c3ccccc3)nnc2-c2cccs2)cc1 | . | -0.2%
Cc1ccc(S(=O)(=O)CCc2nnc(NC(=O)C3CCCO3)s2)cc1 (configuration not stated) | -1.5% | -3.8%
N#Cc1c(NCCCO)nc(-c2ccco2)c2c1CCCC2 | . | -6.7%
O=C(c1ccc2c(=O)n(Cc3ccco3)c(=S)[nH]c2c1)N1CCN(Cc2ccccc2)CC1 | . | -2.5%
COc1ccc(CNc2oc(COc3ccc(Cl)cc3)nc2C#N)cc1 | -10.9% | -2.8%
COc1ccc(S(=O)(=O)N2CCCC(C(=O)NCc3ccco3)C2)cc1Cl (configuration not stated) | -9.7% | -0.4%
O=C1NC(=O)N(c2ccccc2)C(=O)/C1=C\c1ccc(OCCOc2ccccc2)cc1 | 1.3% | -0.8%
O=C(Nc1cccc2nsnc12)c1cccc([N+](=O)[O-])c1 | 2.5% | -1.1%
CC(C)n1c(=NC(=O)c2ccco2)c(C#N)cc2c(=O)n3ccccc3cc21 | -4.2% | 10.8%
C=CCn1c(SCC(=O)NC(=O)NCc2ccco2)nc2sc(CC)cc2c1=O | -2.8% | 0.5%
O=C(O)c1cc2cc(Cl)ccc2oc1=O | 6.7% | 6.0%
Brc1cc2c(cc1/C=N/Nc1ccccc1)OCO2 | 0.9% | -2.0%
COc1ccc(N2C(=O)S/C(=C/c3ccc(OC)c(OC)c3)C2=O)cc1 | 0.9% | 1.9%
COc1ccc(S(=O)(=O)Nc2nnc(C(C)(C)C)s2)cc1 | -6.0% | 3.8%
CCOc1ccc2nc(SCc3ccc(OC)c(F)c3)sc2c1 | 2.8% | -0.9%
C[C@@H]1O[C@@H](Nc2ccc(Cl)cc2[N+](=O)[O-])[C@H](O)[C@H](O)[C@H]1O | -0.1% | 1.5%
CCOC(=O)c1c(NC(=O)C(Cc2ccccc2)N2C(=O)c3ccccc3C2=O)sc2c1CCCC2 (configuration not stated) | -0.2% | 0.7%
Cc1sc2ncnc(NCc3ccco3)c2c1C | -5.3% | -0.7%
CC1(C)CC(=O)C2=C(C1)NCN(Cc1ccc3c(c1)OCO3)C2 | -3.5% | -0.9%

4 compounds already listed, ordered by SMILES length, descending:
SMILES | Rat MKP-3 inhibitors | Hsp70 displacement
CCCOC(=O)c1c(NC(=O)Cn2nc([N+](=O)[O-])cc2C)sc2c1CCCC2 | 0.5% | -3.1%
COc1cc2c(cc1OC)C(C)N(C(=O)C1(c3ccccc3)CCCC1)CC2 (configuration not stated) | -0.3% | 5.4%
CC(C)CC(=O)CN1C(=O)C2(OCCO2)c2ccccc21 | -5.8% | -1.0%
O=C1C=CC(=O)N1c1ccc(N2CCCCC2)cc1 | 5.7% | 2.0%

(listing goes on)
SMILES | Rat MKP-3 inhibitors | Hsp70 displacement
COc1ccc(S(=O)(=O)N(C)CC(=O)Nc2ccc(C(F)(F)F)cc2)cc1Cl | . | -5.8%
COc1ccc(CCNC(=O)C(=O)Nc2ccc(F)cc2)cc1OC | 2.4% | -5.9%
O=C(O)c1cccnc1SCc1ccc([N+](=O)[O-])cc1 | -1.0% | -0.5%
CCOC(=O)c1c(N)sc2c1CC(C)(C)NC2(C)C | 0.6% | 3.8%
COc1ccc(OC)c(C2C3=C(N=C4SCC(=O)N42)c2ccccc2CC3)c1 (configuration not stated) | -7.6% | -2.0%
COc1ccc(-c2cc(C(=O)N3CCN(Cc4ccccc4)CC3)c3ccccc3n2)cc1OC | 4.0% | 2.0%
CCN(C1=C(Cl)C(=O)N(c2ccccc2)C1=O)c1ccccc1 | -0.7% | -2.3%
CCOc1nc(NCCC2=CCCCC2)nc(N2CCOCC2)n1 | -2.1% | 7.1%
COC(=O)C1=C(C)N(c2ccc(C)cc2)/C(=C\c2ccc(OCC(=O)Nc3ccccc3)cc2)C1=O | -0.9% | 6.9%
CS(=O)(=O)N1CCN(Cc2ccc([N+](=O)[O-])cc2)CC1 | 3.1% | 0.9%
CCOC(=O)C1(Cc2ccc(O)cc2)NC(c2ccccc2F)C2C(=O)N(C)C(=O)C21 (configuration not stated) | -7.3% | -3.4%
CC(C)COc1ccc(C(=O)Nc2cc([N+](=O)[O-])ccc2Cl)cc1 | 1.0% | -0.8%
Cc1ccc(NC(=O)CSc2nccc(=O)[nH]2)c(S(=O)(=O)N2CCOCC2)c1 | 2.3% | 5.7%
CC1=C(C(N)=O)C(c2ccc(Cl)cc2)NC(=O)N1 (configuration not stated) | -6.3% | 3.3%
COCCCNC(=O)c1ccc(Cn2c(=O)[nH]c3ccccc3c2=O)cc1 | -3.7% | 3.1%
c1coc(CNc2nc(N3CCCCC3)nc3ccccc23)c1 | -7.7% | 5.5%
Cc1ccc(NC(=O)C2CCCCC2C(=O)O)cc1Cl (configuration not stated) | 3.5% | -1.8%
CCOc1cc(C2Nc3ccccc3C(=O)N2c2ccccc2OC)ccc1O (configuration not stated) | -11.0% | 0.4%
Cc1sc(NC(=O)CN2CCOCC2)c(C(=O)c2ccccc2)c1C | 2.1% | -1.4%
CCOC(=O)C1CCCN(C2CC(=O)N(c3ccc(C)c(C)c3)C2=O)C1 (configuration not stated) | -12.0% | -0.3%
CCOC(=O)C1=C(C)NC(=O)NC1c1ccc(OC(C)C(=O)O)c(OC)c1 (configuration not stated) | -7.9% | -8.7%
CC(C)NC(=O)C1(c2ccccc2)CCOCC1 | . | 0.2%
c1ccc2c(c1)NC1CCCCC1C1(CCCCC1)N2 (configuration not stated) | 0.2% | -3.9%
CCN1C(=O)C(C)S/C1=N\S(=O)(=O)c1ccc(Cl)s1 (configuration not stated) | -9.1% | 10.1%
COc1ccc(N2CCN(C(=N)/C(C(C)=O)=C(\C)O)CC2)cc1 | . | 2.1%
Cc1cccc(NC(=O)CSc2nnc(-c3ccccc3C)o2)c1 | -6.3% | 2.7%
CCCCn1ccc(=O)c2c(C(F)(F)F)nccc21 | 14.1%&0.0% | -0.5%
COc1ccc(-c2cc(=O)[nH]c(NCc3ccccc3)n2)cc1 | -17.8% | -2.9%
O=C(Oc1ccc2c(=O)c(Oc3ccc4ccccc4c3)coc2c1)c1ccco1 | . | -6.7%
COc1ccc(NC(=O)C2CCCN2C(=O)Nc2ccccc2)cc1OC (configuration not stated) | . | -0.8%
c1ccc(CN2CCN(c3nc4ccccc4c4ccccc34)CC2)cc1 | . | -1.2%
CCCCSc1nnc2c(n1)OC(C(=O)c1ccccc1)Nc1ccccc1-2 (configuration not stated) | . | 5.7%

Entries of single compounds as entered above. Screens in order: Rat MKP-3 inhibitors, Hsp70 displacement
COc1ccc(NCc2nnc(SCC(=O)N3CCCc4ccccc43)o2)cc1 is entered as -3.6%, 0.6%
COc1ccc(NC(=O)C2CCCN2C(=O)Nc2ccccc2)cc1OC (configuration not stated) is entered as ., -0.8%
CS(=O)(=O)N1CCN(Cc2ccc([N+](=O)[O-])cc2)CC1 is entered as 3.1%, 0.9%

Source: PubChem BioAssay
